HT1080 cytotoxicity = cytotoxicity in HT1080 fibrosarcoma cells, cell-based, fluorescence readout (AID 620); HT1080 viability, fluorescence; higher % means a stronger effect; one-dose cytotoxicity, % at 10 µM; EC50 in µM for titrated hits; hit rate 0.42% among 87,000;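 also: cells exposed to compound overnight then 4 h with Alamar Blue; 0% = vehicle DMSO and 100% = killing control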
HPDE-C7 viability = cytotoxicity in HPDE-C7 cells, cell-based, fluorescence, HTS (AID 430) | HPDE-C7 pancreatic duct cells viability, fluorescence; higher % means a stronger effect | one-dose cytotoxicity, % at 10 µM; EC50 in µM for titrated hits | hit rate 1.8% among 63,000;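 also: cells exposed to compound for 48 hours before viability readout; 0% = vehicle and 100% = reference cytotoxic drug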
Spn MK inh = S. pneumoniae MK inhibitors, primary screen, biochemical, PK/LDH-coupled NADH absorbance. mevalonate kinase [Streptococcus pneumoniae D39]. purified MK, PK/LDH-coupled NADH absorbance 340 nm. inhibition, % at 10 µM. hit rate 0.48% among 65,000;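 active = ranked among the strongest by inhibition in the single 10 µM screen, a fixed top-ranked set picked for dose follow-up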; also: no value below 0 was filed
Bfl-1 inhibitors = Bfl-1 inhibitors, primary screen, biochemical, fluorescence polarization, FITC-Bid, mouse (AID 432); FITC-Bid BH3 peptide fluorescence polarization displacement; higher % means a stronger effect; one-dose displacement, % at 20 µM; IC50 in µM for titrated hits; hit rate 0.02% among 64,000; in the data active = a potency from the dose series; inactive = the rest, 99 in 100 with displacement below about 15%; also: strong numbers were not always called active
PMK inhibit = S. pneumoniae PMK inhibitors, primary screen, biochemical, mevalonate pathway, pilot trial included. phosphomevalonate kinase (Streptococcus pneumoniae D39). purified PMK, PK/LDH-coupled NADH absorbance 340 nm. inhibition, % at 10 µM. hit rate 0.49% among 65,000. AID 539, 2006;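 active = top-ranked compounds by inhibition in the single 10 µM screen, taking a fixed number of the strongest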;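 also: 0% = full reaction with DMSO carrier and 100% = background rate without enzyme reaction; no value below 0 was filed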
DPM-DC inhibit = S. pneumoniae DPM-DC inhibitors, primary screen, biochemical, PK/LDH-coupled NADH fluorescence; hit rate 0.49% among 65,000; diphosphomevalonate decarboxylase (Streptococcus pneumoniae D39); calls only at 10 µM; purified DPM-DC; AID 556, 2006;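 active = the 320 compounds with the highest percent inhibition in the single-dose primary screen, excluding strongly autofluorescent ones, cut at about 32% in these data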;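 also: kinetic rate of NADH fluorescence loss reporting ADP formed by the decarboxylase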
KRASV12 cytotoxicity = cytotoxicity in KRAS-transformed pancreatic duct cells, primary screen, cell-based, fluorescence, HTS (AID 431); HPDE-C7K KRASV12 cells, Alamar Blue viability, 48 h; higher % means a stronger effect; cytotoxicity, % at 10 µM; hits with a dose series show EC50 in µM; hit rate 1.7% among 63,000;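 active = compounds whose percent cytotoxicity in the single-dose primary screen, scaled between solvent and toxic-drug controls, exceeds 50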;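 also: 0% = DMSO solvent wells and 100% = doxorubicin-treated wells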
LYP inhibition = LYP phosphatase inhibitors, primary screen, biochemical, DiFMUP fluorescence, recombinant catalytic domain, 10 µM (AID 606) | recombinant LYP catalytic domain, DiFMUP fluorescence; higher % means a stronger effect | inhibition, % at 10 µM, or IC50 in µM where a hit was titrated | 52,000 tested, under 10 active;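 active = IC50 under 40 µM in the dose-response test; inactive = IC50 of 40 µM or more, or never dose-tested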
TNAP inhibition = human TNAP enzyme inhibitors, biochemical, luminescent (AID 518); Alkaline phosphatase, tissue-nonspecific isozyme (Homo sapiens); purified TNAP enzyme, luminescent substrate readout; higher % means a stronger effect; inhibition, % at 20 µM, or IC50 in µM where a hit was titrated; hit rate 0.09% among 64,000; in the data active = a potency from the dose series; inactive = the rest, 99 in 100 with inhibition below about 22%;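 also: plate controls were vehicle for no effect and reference inhibitor for full effect; many of its hits are not listed in these tables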
PMK inhibit pilot replicates = further read-out of PMK inhibit, marked with its call; inhibition, %; measured here: pilot screen replicates
Spn MK inh pilot replicates = further read-out of Spn MK inh, marked with its call; inhibition, %; measured here: pilot screen replicates
DPM-DC inhibit pilot screen % = recorded beside DPM-DC inhibit, whose call it bears; inhibition, %; measured here: pilot screen trials
* marks the source's active call; other numbers are inactive results; i = inactive; · = no result given. Rule as the data show it, unless noted: active = cytotoxicity above about 50%; inactive = the rest.

SMILES	HT1080 cytotoxicity	HPDE-C7 viability	Spn MK inh	Bfl-1 inhibitors	PMK inhibit	DPM-DC inhibit	KRASV12 cytotoxicity	LYP inhibition	TNAP inhibition	others
Cc1cc(C)n(C(=O)C(C)N2C(=O)c3ccccc3C2=O)n1 (stereo not drawn)	9%	-9%	5	-2%	6	i	-6%	-6%	9%
CCC(Sc1nnc(-c2ccc(C)c(Cl)c2)n1CC)C(=O)Nc1nccs1 (stereo not drawn)	3%	14%	4	-3%	2	i	20%	16%	11%
COc1ccc2[nH]c(=O)c(CN(C(C)=O)C3CCCCC3)cc2c1	2%	16%	0	-4%	0	·	24%	2%	14%
CC(=O)N1CCc2cc(C(=O)CN3CCN(C(=O)c4ccco4)CC3)ccc21	-10%	-2%	6	-7%	1	i	2%	-3%	4%
COCCCNc1oc(-c2ccccc2F)nc1C#N	-5%	-2%	4	-3%	0	·	-5%	9%	8%
COC(=O)CCC(=O)Nc1ccc(NC(C)=O)cc1	4%	-13%	0	0%	4	i	-3%	11%	2%
O=C(NCc1ccco1)C1CCC(CNS(=O)(=O)c2cccc3cccnc23)CC1 (stereo not drawn)	-9%	0%	8	-4%	0	i	2%	10%	4%
CC1(C)CC(=O)c2sc(NS(C)(=O)=O)nc2C1	5%	-15%	8	-5%	2	i	-2%	7%	16%	PMK inhibit pilot replicates=5.0;Spn MK inh pilot replicates=2.5;DPM-DC inhibit pilot screen %=7.0
CCOC(=O)NC(CC(=O)O)c1ccc(OCC)cc1 (stereo not drawn)	·	-17%	0	-4%	7	i	-4%	·	-4%
O=C(c1ccccc1)c1ccc(N2CCNCC2)cc1	-9%	-11%	3	-10%	3	i	4%	1%	19%	PMK inhibit pilot replicates=2.5;Spn MK inh pilot replicates=4.0;DPM-DC inhibit pilot screen %=5.5
O=C(O)c1nn(-c2ccccc2)nc1-c1nn(-c2ccccc2)nc1C(=O)O	-13%	-2%	4	-6%	24	i	1%	2%	4%
CC(=O)c1cccc(NC(=O)N2CCN(S(C)(=O)=O)CC2)c1	-3%	·	11	0%	1	i	·	12%	11%
Cc1cc(N2CCN(c3ccccc3)CC2)n2nnnc2n1	6%	-8%	0	-5%	16	i	3%	·	9%
O=C(NCC(=O)N(c1cccnc1)C(C(=O)NC1CCCC1)c1ccco1)c1cccs1 (stereo not drawn)	·	-6%	1	-5%	16	i	0%	·	8%
O=C1C=C(O)CC(c2cccs2)C1 (stereo not drawn)	-3%	9%	2	-10%	0	i	13%	6%	10%
CCc1n[nH]c2c1C(=O)CC(C)(C)C2	7%	-7%	9	2%	0	i	0%	8%	46%	PMK inhibit pilot replicates=0.0;Spn MK inh pilot replicates=2.0;DPM-DC inhibit pilot screen %=0.0
Cc1cccc(-n2nc3c(c2NC(=O)CCC2CCCCC2)CS(=O)C3)c1C (stereo not drawn)	2%	4%	2	-2%	0	i	12%	·	14%	PMK inhibit pilot replicates=4.0;Spn MK inh pilot replicates=0.0;DPM-DC inhibit pilot screen %=0.0
COC(=O)c1ccc(NC(=O)COc2ccc(S(=O)(=O)NC(C)C)cc2)cc1	7%	-8%	3	-1%	16	i	-9%	-5%	-1%
Cc1ccc2[nH]c(=O)c(CN(CCc3ccccc3)Cc3nnnn3CC3CCCO3)cc2c1 (stereo not drawn)	2%	9%	9	-5%	0	i	22%	7%	20%	PMK inhibit pilot replicates=0.0;Spn MK inh pilot replicates=2.5;DPM-DC inhibit pilot screen %=0.5
NS(=O)(=O)c1ccc(NC(=O)CN2CCN(Cc3ccccc3)CC2)cc1	4%	3%	9	3%	0	i	-9%	5%	6%
Cc1ccc(S(=O)(=O)N2CCN(Cc3nc4ccccc4n3C)CC2)cc1	22%	0%	0	-8%	14	i	4%	-4%	3%
O=C(CN(c1ccc2c(c1)OCCO2)S(=O)(=O)c1ccccc1)NCC1CCCO1 (stereo not drawn)	4%	-6%	5	-5%	1	i	-1%	16%	4%
COC(=O)c1ccc(-c2n[nH]c(=O)c3ccccc23)cc1	4%	-3%	11	1%	11	i	7%	9%	10%
COC(=O)c1ccc(Cn2cnc3c(cnn3-c3ccc(C)c(C)c3)c2=O)o1	20%	·	2	·	15	i	·	6%	·
Nc1cccc(-c2nc3ccccc3[nH]2)c1	-4%	·	3	·	0	·	·	-1%	·
COc1cc(Br)cc2cc(C(=O)N3CCCCC3C)c(=O)oc12 (stereo not drawn)	3%	11%	6	-5%	3	i	21%	7%	4%
O=C(NC1CCCC1)C(c1ccc(N2CCOCC2)cc1)N(Cc1ccco1)C(=O)c1ccco1 (stereo not drawn)	-10%	-6%	12	8%	14	i	-5%	·	-3%
Cc1ccc2[nH]c3c(N4CCN(Cc5ccccc5)CC4)ncnc3c2c1	0%	14µM*	14	1%	1	i	17µM*	7%	10%
CCN1CCN(C(c2ccccc2OC)c2nnnn2C2CCCCC2)CC1 (stereo not drawn)	-14%	0%	14	-7%	18	i	9%	2%	14%
O=C(CCn1c(=O)[nH]c2ccsc2c1=O)N1CCc2ccccc2C1	-2%	-17%	9	-2%	0	i	-20%	7%	2%
CC(C)(C)NC(=O)COC(=O)c1snc(C(=O)NC2CCCCC2)c1N	4%	-22%	4	10%	10	·	-30%	6%	3%	PMK inhibit pilot replicates=0.0;Spn MK inh pilot replicates=3.5
COc1ccc(N=C2C(=O)Nc3c(C)cccc32)cc1	-79%	-10%	18	2%	14	i	-10%	-2%	6%
CCCCN(C(=O)c1ccc(Cl)cc1)C1CC2CCC(C1)N2C (stereo not drawn)	2%	3%	5	-3%	5	i	7%	-6%	14%	PMK inhibit pilot replicates=5.0;Spn MK inh pilot replicates=1.0;DPM-DC inhibit pilot screen %=1.5
O/C(=C\Sc1nnc(Cc2ccccc2)o1)c1ccc(Br)cc1	7%	5%	7	-7%	10	i	-3%	·	7%
NC(=O)CSc1nnc(-c2ccc(S(=O)(=O)N3CCOCC3)cc2)n1Cc1ccccc1	1%	-1%	6	3%	12	i	1%	13%	0%
CCC/C(O)=C1\C(=O)CCCC1=NC(C)C(=O)O (stereo not drawn)	22%	·	8	-6%	6	i	·	·	15%
COc1ccc(-c2noc(CCCC(=O)O)n2)cc1	·	2%	2	-7%	9	i	5%	0%	2%	PMK inhibit pilot replicates=2.5;Spn MK inh pilot replicates=0.0;DPM-DC inhibit pilot screen %=2.5
O=c1[nH]c(NCCO)nc2c1C1(CCCCC1)Cc1ccccc1-2	-2%	13%	11	0%	10	·	18%	1%	8%
c1ccc(-c2nnc3n2N=C(c2ccc4c(c2)OCO4)CS3)nc1	-2%	-3%	0	-3%	6	i	-20%	17%	16%
Cc1ccc2cc(CN(Cc3cccs3)Cc3nnnn3CC3CCCO3)c(=O)[nH]c2c1C (stereo not drawn)	-2%	-18%	0	1%	20	i	-28%	·	13%
Cc1ccc(S(=O)(=O)Nc2nc3ccc(S(=O)(=O)N4CCCC4)cc3s2)cc1	4%	-8%	3	0%	4	i	2%	4%	1%
CC(C(=O)NC1CCCC1)N(C(=O)c1snc(C(N)=O)c1N)c1ccc2c(c1)OCCO2 (stereo not drawn)	-19%	-4%	8	1%	10	i	-3%	-8%	12%
O=c1c2c3c(sc2nc2n1CCCCC2)CCCCC3	-2%	4%	7	1%	10	i	-1%	·	21%
Cc1cc(NC(=O)CCCSc2nc(-c3ccco3)cc(C(F)(F)F)n2)no1	3%	-6%	0	-8%	0	i	0%	2%	7%
CN(C)S(=O)(=O)NCc1ccc2c(c1)OCO2	4%	0%	10	-3%	1	i	-9%	9%	2%
CN(C)C(=O)N1CCC(C(=O)NCc2ccccc2Cl)CC1	2%	-31%	0	-6%	17	i	-21%	·	0%
CC1CC(C)CN(C(=O)CSCC(=O)Nc2nc(-c3cccs3)cs2)C1 (stereo not drawn)	-2%	-3%	8	-5%	6	i	-9%	11%	9%
CCOC(=O)c1c(-c2ccccc2)oc2ccc(O)c(CN3CCOCC3)c12	-2%	0%	16	-8%	0	i	1%	5%	8%
CCc1nnc(NC(=O)CC(=O)Nc2ccccc2C(=O)O)s1	-7%	-3%	9	-1%	18	i	-1%	·	2%
Cc1cc(C(=O)Nc2nnc(C(F)(F)F)s2)no1	2%	0%	7	-1%	0	i	-3%	-1%	9%	PMK inhibit pilot replicates=1.5;Spn MK inh pilot replicates=4.0;DPM-DC inhibit pilot screen %=1.5
Cc1c(C(=O)Nc2ccc(N3CCOCC3)cc2)oc2ccccc12	6%	16%	5	-3%	4	i	10%	·	9%
CCC(=O)N1CCc2cc(S(=O)(=O)NCCC(=O)N3CCc4ccccc4C3)ccc21	-4%	-10%	6	-3%	12	i	8%	8%	4%
CCCn1c(SCC(=O)Nc2nnc(CC)s2)nc2c1c(=O)n(C)c(=O)n2C	-11%	3%	7	-4%	14	i	-4%	5%	0%
Cc1nc(SCC(=O)NCc2ccccc2)c2c(=O)n(C)c(=O)n(C)c2n1	-2%	14%	3	3%	5	i	-1%	5%	6%
CCOC(=O)Cc1csc(NC(=O)CSc2nnc(-c3ccc(F)cc3)o2)n1	-4%	4%	5	0%	4	i	-12%	·	1%
COc1ccc(OCCSc2nnnn2C2CCCCC2)cc1	-4%	-16%	10	-7%	6	i	5%	2%	2%
CC(C)CCNC(=O)NC(=O)CSc1nnc(-c2ccccc2F)n1N	0%	-16%	10	-12%	17	i	-6%	-3%	10%	PMK inhibit pilot replicates=0.0;Spn MK inh pilot replicates=2.5;DPM-DC inhibit pilot screen %=0.0
FC(F)Oc1cccc2cccnc12	12%	-6%	0	-2%	11	i	3%	7%	6%	PMK inhibit pilot replicates=2.5;Spn MK inh pilot replicates=2.5;DPM-DC inhibit pilot screen %=4.5
O=C1CC(c2ccccc2)CN1C(=O)c1ccccc1 (stereo not drawn)	7%	5%	3	-3%	9	i	-5%	3%	5%
CCCCC1CC1C(=O)Nc1ccc(OC)c(OC)c1 (stereo not drawn)	-2%	0%	2	-2%	2	i	6%	1%	18%
O=C(Cn1c(=O)n(CC2CCCO2)c(=O)c2ccccc21)N1CCN(c2ccccc2)CC1 (stereo not drawn)	-6%	-8%	0	2%	15	i	-9%	11%	3%
COc1ccccc1C(=O)Nn1c(C2CCC2)nc2ccccc2c1=O	2%	-17%	0	-1%	12	i	-12%	-5%	5%
O=C(CCCCCn1c(=O)[nH]c2ccccc2c1=O)N1CCN(Cc2ccc3c(c2)OCO3)CC1	0%	7%	3	-6%	8	i	12%	15%	-8%

Screening data (PubChem BioAssay)
